# Bioassay records (PubChem BioAssay)
# Cneo AK release: causes C. neoformans cell lysis; adenylate kinase release luminescence, 4 h; normalised: neutral wells 0, clomiphene wells 100; AID 651654; lysis activity, % at 15 µM; 360,000 tested, 0.2% active;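 active means mean lysis activity across replicates of at least 80%, whatever share of replicates individually reach that level; inactive means mean lysis activity below 80%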
#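 Material – log-phase Cryptococcus neoformans yeast cells · Input – 5 × 10^6 yeast cells/mL · Medium – fresh YPD growth medium · Doses – single compound concentration per well · Timing – static 4 h at 37 °C with compound, 1 h detection · Detection – adenylate kinase release luminescence · Read-out – signal increase indicating cell lysis · Control set – Clomiphene as positive lysis control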
# FN deposit inh: fibronectin deposition inhibition | AH1F fibroblasts, Alexa488-fibronectin deposition fluorescence, overnight | inhibition, % at 12.6 µM | 350,000 tested, 0.086% active | AID 743247;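 active means mean inhibition across replicates of 30% or more, regardless of how many single replicates reach that level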;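 further: positive control wells lacked labelled fibronectin entirely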
#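 material = AH1F fibroblast monolayer depositing Alexa488-labelled fibronectin into matrix | amount = 10000 AH1F cells/well | buffer or medium = DMEM plus 2% serum, read in PBS | incubation = 1 h cell adhesion before compound, then overnight fibronectin incubation | detection = fluorescence at 485 nm excitation, 525 nm emission | evaluation = percent inhibition as loss of matrix-bound fibronectin fluorescence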
# PGC1a acetyl inh: lowers PGC1a acetylation signal in U2OS cells; AlphaScreen anti-acetyl-lysine; with virally co-expressed GCN5 acetyltransferase; AID 651687; 350,000 tested, 0.17% active; inhibition, % at 15.6 µM;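 active means every replicate shows inhibition of at least 40%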;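 further: 0% = neutral control wells and 100% = positive control wells; some results beyond the cut were filed as inactive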
# miR122 inh: miR-122 inhibition in Huh7 cells; activation (reporter increase), % at 12.5 µM; 340,000 tested, 0.3% active; Huh7 miR-122 Renilla luciferase sensor, 48 h; neutral wells = 0, positive control = 100;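 active means mean replicate activation score at least 90 and every replicate individually at or above 90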;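 further: higher luciferase means less miR-122 activity so hits act as miR-122 inhibitors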
# GSIS activator: primary screen for activators of insulin secretion dependent on glucose, INS-1E cells, GLuc reporter luminescence; INS-1E GLuc reporter insulin secretion, 2-3 h; activation, % at 16.6 µM; 370,000 tested, 0.61% active;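 active means lowest replicate activation of at least 40%, so every replicate reaches that level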;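 further: 0% = median of neutral control wells and 100% = median of IBMX positive control wells; some compounds called inactive have numbers as strong as hits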
# Statin myotox sup: protects C2C12 myotubes from simvastatin toxicity. rescue of ATP level, % at 7.49 µM. 330,000 tested, 0.78% active. ATP luminescence, 48 h; scaled: DMSO 0, geranylgeraniol control 100;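 active means mean ATP rescue above about 67%, or every replicate alone reaching that limit, limit read from the data, passing the limit was not always enough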;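 further: myotubes were challenged with 10 µM simvastatin during compound exposure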
# PglD DTNB: PglD (C. jejuni) enzyme inhibition; purified PglD enzyme, DTNB colorimetric CoA detection; AID 602405; inhibition, % at 12.5 µM; 360,000 tested, 0.098% active; in the data active means inhibition above about 16%, passing the limit was not always enough; further: strong numbers were not always called active
# F508del corr: CFTR F508del correction in bronchial cells. CFBE cells, YFP halide quenching; stimulated with forskolin plus potentiator P3; % fluorescence drop versus neutral controls. activity (quench increase), % at 7.58 µM. 350,000 tested, 0.36% active. AID 720511;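 active means mean added fluorescence quench of at least 8% versus neutral control, with both replicates also reaching 8%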;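 further: cells transiently co-express mutant CFTR-F508del with the halide-sensitive YFP; corrector assay measuring rescue of mutant channel to the surface after 24 h compound exposure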
# Numbers without * were called inactive; . = not tested or not shown; [ ] = another dose, or the depositor's remark.
# A first look (6 entries):
SMILES,Cneo AK release,FN deposit inh,PGC1a acetyl inh,miR122 inh,GSIS activator,Statin myotox sup,PglD DTNB,F508del corr
CCOC(=O)N1CCN(C(=O)C2CCN(S(=O)(=O)c3cc(Cl)ccc3Cl)CC2)CC1,0,0,4,26,.,-1,0,.
COc1ccc(C(=O)C2CCCN(C(=O)c3noc4c3CCCC4)C2)c(C)c1 (stereo not drawn),-1,.,.,-5,-6,-2,0,-3.0
Cc1ccc(NC(=O)COC(=O)C2(CC(=O)NC(C)(C)C)CCCC2)cc1C,0,-1,-6,3,.,1,4,.
Cc1ccc(Nc2nc(-c3cccnc3)cs2)cc1C,.,-1,.,.,4,-30,.,4.6
COc1ccc(OC)c(S(=O)(=O)ON2C(=O)c3ccccc3C2=O)c1,-8,-14,.,.,-17,16,4,-5.2
Cc1cc2occ(CC(=O)N(CCC(C)C)c3c(N)n(Cc4ccccc4)c(=O)[nH]c3=O)c2cc1C,0,2,-1,3,24,-18,2,-0.6

# The listing, previewed entries included:
SMILES,Cneo AK release,FN deposit inh,PGC1a acetyl inh,miR122 inh,GSIS activator,Statin myotox sup,PglD DTNB,F508del corr
CCOC(=O)N1CCN(C(=O)C2CCN(S(=O)(=O)c3cc(Cl)ccc3Cl)CC2)CC1,0,0,4,26,.,-1,0,.
COc1ccc(C(=O)C2CCCN(C(=O)c3noc4c3CCCC4)C2)c(C)c1 (stereo not drawn),-1,.,.,-5,-6,-2,0,-3.0
Cc1ccc(NC(=O)COC(=O)C2(CC(=O)NC(C)(C)C)CCCC2)cc1C,0,-1,-6,3,.,1,4,.
Cc1ccc(Nc2nc(-c3cccnc3)cs2)cc1C,.,-1,.,.,4,-30,.,4.6
COc1ccc(OC)c(S(=O)(=O)ON2C(=O)c3ccccc3C2=O)c1,-8,-14,.,.,-17,16,4,-5.2
Cc1cc2occ(CC(=O)N(CCC(C)C)c3c(N)n(Cc4ccccc4)c(=O)[nH]c3=O)c2cc1C,0,2,-1,3,24,-18,2,-0.6
COC(=O)c1cn(CCOc2ccccc2F)c2ccccc12,-1,4,.,17,.,.,0,.
COCC(=O)N1[C@H](C#N)[C@H](c2ccc(C3=CCCCC3)cc2)[C@@H]1CO,-1,1,-6,.,20,9,6,0.2
O=C(CN1CCCC1)NC1C2CC3CC(C2)CC1C3 (stereo not drawn),1,.,.,-6,10,-1,-1,.
COc1ccccc1NC(=S)NC(=O)C(C)C,4,.,-10,-2,-5,-3,5,.
CCCc1[nH]nc2c1C(c1cccnc1)C(C#N)=C(N)O2 (stereo not drawn),-1,.,4,2,.,5,5,.
Cc1ccc(S(=O)(=O)NCCC(c2ccccc2)c2ccco2)cc1 (stereo not drawn),-1,-8,.,42,14,.,4,.
O=C(NCC(=O)N1CC=C(c2ccccc2)CC1)c1ccc(OC(F)F)cc1,-2,-1,-12,17,.,-40,-2,0.6
C[C@H]1CCCCO[C@@H](CN(C)C(=O)c2ccncc2)[C@@H](C)CN([C@@H](C)CO)C(=O)c2cc(NC(=O)CCC(F)(F)F)ccc2O1,3,5,2,-3[16.7 µM],-11,.,1,-3.1
CNC(=O)c1[nH]cnc1C(=O)Nc1cccc(C)c1,-1,4,-15,-4,16,9,-2,0.9
COC(=O)Cc1ccc(NC(=S)Nc2ccc(N3CCOCC3)cc2)cc1,0,-1,-3,5,-2,5,3,-0.6
CC(=O)Nc1ccc(S(=O)(=O)N(C)c2ccccc2)cc1,1,.,-2,-2,.,.,7,.
COC(=O)C[C@@H]1CC[C@H]2[C@@H](COc3ccc(NC(=O)c4cccc(Cl)c4)cc3C(=O)N2C)O1,1,-10,.,.,-10,-19,-1,.
O=C1CC(=O)C(n2cncn2)C(c2c(F)cccc2Cl)C1 (stereo not drawn),2,-5,4,-1,.,1,5,.
CC1(C)NC(=O)N(CCCSc2ccc(Cl)cc2)C1=O,-2,.,-17,-3,.,-1,-4,.
CCOC(=O)c1c(S(=O)(=O)Nc2ccc(F)cc2C)c(C)n(C)c1C,2,-3,9,73,-10,9,-6,-0.9
Cn1nnnc1SCc1nnc(-c2ccc(F)cc2)o1,2,.,-29,-5,.,.,1,.
COc1ccccc1Nc1nnc(SCc2cc(=O)n3cc(C)ccc3n2)s1,0,-3,-7,0,0,-9,1,.
O=C(C[C@H]1C[C@@H]2c3cc(NC(=O)Nc4ccc(C(F)(F)F)cc4)ccc3O[C@@H]2[C@@H](CO)O1)NCc1cccnc1,-12,.,0,1[16.7 µM],-3,2,-2,1.6
Cc1ccc(S(=O)(=O)Nc2nc(C)c(C(=O)Nc3ccccc3)s2)cc1,22,.,-9,16,2,4,4,0.4
O=c1c2c3c(sc2ncn1/N=C/c1ccc([N+](=O)[O-])o1)CCCC3,1,.,.,.,-2,11,-4,.
COc1ccc(NC(=O)c2nc[nH]c2C(=O)Nc2ccccc2C)cc1,1,.,8,-2,.,-18,7,.
CO[C@@H]1CN(C)C(=O)c2ccc(NC(=O)C3CCOCC3)cc2OC[C@@H](C)N(Cc2ccc(F)cc2)C[C@H]1C,-61,-3,-14,.,-7,21,0,-1.3
CC(=O)c1cc(-c2ccccc2)n(CCC(=O)NC(C)(C)C)c1C,6,.,-1,1,.,0,-2,.
CCc1nc(C)cn1S(=O)(=O)c1cc(F)ccc1OC,.,1,-1,-4,-8,-4,.,-1.7
CO[C@@H]1CN(C)C(=O)c2cc(NC(C)=O)ccc2OC[C@@H](C)N(S(=O)(=O)c2cn(C)cn2)C[C@H]1C,-4,-14,2,.,8,-8,1,0.9
O=C(Nc1ccc(F)cc1)c1cc(S(=O)(=O)N2CCCCC2)cs1,2,-9,.,-2,.,.,-2,.
CC=Cc1ccc2n(c1=O)C[C@@H]1[C@@H](CO)[C@H](C(=O)NCCC)[C@H]2N1C(=O)Nc1cc(F)ccc1F (mixture of isomers),-1,.,.,.,-2,8,-1,.
O=C(/C=C/c1ccccc1[N+](=O)[O-])NCCCN1CCCC1=O,-3,5,8,-12,7,9,-1,2.0
C[C@@H]1CN([C@@H](C)CO)C(=O)Cc2cc(NC(=O)Cc3ccccc3)ccc2O[C@@H]1CN(C)Cc1ccc(C(F)(F)F)cc1,4,12,-1,-8[16.7 µM],-41,15,5,0.2
CCCC(=O)Nc1ccc(-c2cnc(-c3ccc(NC(=O)CCC)cc3)nc2)cc1,-5,-17,12,3,12,0,5,0.7
O=c1nc(-c2ccccc2Cl)c2cc(F)ccc2[nH]1,4,5,-12,2,-5,28,-4,3.4
COCCNS(=O)(=O)c1ccc(C2CNC(=O)C2)cc1 (stereo not drawn),3,-6,-4,-2,-1,-2,3,-2.3
C[C@@H]1CCCCO[C@H](CN(C)Cc2ccc(C(F)(F)F)cc2)[C@@H](C)CN([C@H](C)CO)C(=O)c2cc(NC(=O)CCC(F)(F)F)ccc2O1,-1,.,12,8[16.7 µM],-18,13,1,-2.4
CCCN1C[C@H](C)[C@@H](OC)CN(C)C(=O)c2ccc(NC(=O)C3CC3)cc2OC[C@H]1C,0,-1,10,.,-5,-3,0,2.0
c1ccc(C2=Nc3cccnc3C(c3ccccc3)=NN2)cc1,40,.,3,0,5,1,7,2.1
CCn1c(SCC(=O)Nc2cc(C)on2)nc2c([nH]c3ccccc32)c1=O,1,9,0,5,9,-5,3,0.3
O=C(Nc1cnn(Cc2ccccc2)c1)NC12CC3CC(CC(C3)C1)C2,4,17,-15,-2,.,-7,0,.
C[C@@H]1CN([C@H](C)CO)C(=O)Cc2cc(N(C)C)ccc2O[C@@H]1CN(C)S(=O)(=O)c1cccs1,7,6,3,0[16.7 µM],6,0,-1,5.3
Cc1onc(-c2c(F)cccc2Cl)c1C(=O)OCC(=O)c1c[nH]c2ccccc12,-1,-7,4,6,-26,.,5,-1.9
Nc1ncnn1Cc1ccccc1,4,-20,-2,-1,-4,0,-4,-0.3
COc1cc(C2Nc3ccccc3C(=O)N2c2ccccc2)ccc1O (stereo not drawn),2,-12,-4,-2,.,.,-1,.
O=[N+]([O-])c1ccc(O)c(/C=N/Nc2nn[nH]n2)c1,3,.,-2,-8,6,1,0,1.6
CCCS(=O)(=O)c1c(S(=O)(=O)CCC)c2c(C)cccn2c1C(=O)OC,-1,6,-8,-1,-9,1,-6,.
CCC1(c2ccc(F)cc2)NC(=O)N(CC(=O)NCc2ccc(F)cc2)C1=O (stereo not drawn),-1,-14,.,.,-26,3,1,1.7
CO[C@H]1CN(C)C(=O)c2cc(NC(=O)C3CCC3)ccc2OC[C@H](C)N(CC2CCCCC2)C[C@H]1C,13,1,-7,.,19,0,0,0.8
COc1ccc(CNC(=O)CN(c2ccc(C(C)=O)cc2)S(=O)(=O)c2ccc(C)cc2)cc1OC,-1,5,4,-2,8,-1,1,-1.2
CC(CCc1ccccc1)NC(=O)CSc1ccccn1 (stereo not drawn),0,.,-8,-6,6,18,-2,-0.8
COc1ccccc1OCCCC(=O)Nc1nccs1,.,0,.,-2,42,9,.,-3.6
C=CCOCCN1C(=O)C2C(c3ccccc3)C=CC(c3ccccc3)C2C1=O (stereo not drawn),7,2,-8,3,.,.,-1,.
CO[C@H]1CN(C)C(=O)c2cc(NC(=O)c3nc4ccccc4s3)ccc2OC[C@@H](C)NC[C@@H]1C,0,8,2,.,10,13,26,0.1
COc1ccc(S(=O)(=O)Nc2c(O)ccc3ccccc23)cc1OC,-2,2,-5,8,.,.,5,0.4
C[C@H]1CN([C@@H](C)CO)S(=O)(=O)c2ccc(-c3cccnc3)cc2O[C@@H]1CN(C)C(=O)c1cccc(F)c1,3,12,-7,8[16.7 µM],17,-9,-2,1.6
C[C@H]1CN([C@@H](C)CO)C(=O)c2cc(NC(=O)Nc3ccccc3)ccc2O[C@H]1CN(C)C(=O)Nc1ccccc1,-4,.,.,1[16.7 µM],-7,-15,-2,-0.6
C[C@H]1CN([C@@H](C)CO)C(=O)c2cc(C#CC3(O)CCCC3)cnc2O[C@@H]1CN(C)Cc1cncnc1,-1,-4,6,-4[16.7 µM],3,.,8,-1.1

# Continuation:
SMILES,Cneo AK release,FN deposit inh,PGC1a acetyl inh,miR122 inh,GSIS activator,Statin myotox sup,PglD DTNB,F508del corr
CCN1CCN(C2CCCCC2NS(=O)(=O)c2ccc(Cl)cc2)CC1 (stereo not drawn),-1,.,-2,-5,.,-13,4,.
CNS(=O)(=O)c1cccc(C(=O)OC2CCCCC2=O)c1 (stereo not drawn),-3,.,6,-5,.,14,0,.
CC(C)(C)C1(C)OC(C(N)=O)C(C(N)=O)O1 (stereo not drawn),1,.,8,-1,.,2,-2,.
O=C(C1CCC1)N1C[C@H]2[C@@H](c3ccccc31)[C@@H](CO)N2C(=O)c1ccccc1F,-2,12,0,-20[16.7 µM],-2,2,-16,0.2
CC(C)CC#Cc1cnc2c(c1)C(=O)N([C@@H](C)CO)C[C@@H](C)[C@@H](CN(C)C(=O)Nc1cc(F)ccc1F)O2,-2,.,6,-2[16.7 µM],-13,-33,0,-1.3
COCC(=O)Nc1ccc2c(c1)OC[C@@H](C)N(C(=O)c1cccnc1)C[C@H](C)[C@H](OC)CN(C)C2=O,5,-2,7,-1[16.7 µM],12,-4,4,-2.3
COc1ccc(/C=C(/NC(=O)c2ccccc2)C(=O)N/N=C/c2ccncc2)cc1,.,17,0,.,1,.,.,-2.1
O=C(CCc1nc2ccccc2s1)NC1CCOC1=O (stereo not drawn),2,6,-8,-6,8,-9,-6,2.1
Cc1nnc2c(-c3ccccc3)nc3ccccc3n12,-3,.,-6,1,24,10,-2,.
Cc1nonc1C1CCCN1Cc1nc(-c2ccccc2Cl)oc1C (stereo not drawn),.,2,4,-7,-22,0,.,-4.6
